Screens as filed in PubChem BioAssay.
uPA surface inh – blocks generation of uPA at the cell surface; cell surface uPA generation assay, qHTS; Potency, µM (top dose mostly 38.3 µM), for the others: at the top dose activity change, negative = inhibition, most hits filed as inhibitors; 330,000 compounds, 0.31% hits; active = well fitted inhibition curve with a large enough effect; inconclusive = small, poorly fitted or top-dose-only effect; inactive = no such curve, though single readings can be large or run the other way; tested in mouse RAW 264.7 cells; note: % is set by controls: 0 for no effect and ±100 for the full control effect; nearly all actives have a fitted effect of over 55% in size
FLuc counter – firefly luciferase modulation, counter-screen for miR-21 project | AID 588342 | P08659 | Potency, µM (doses to about 57.5 µM), for inactives: top-dose activity change, negative = inhibition, most hits filed as inhibitors | purified FLuc, Km substrates, luminescence inhibition | 360,000 compounds, 6.9% hits;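 note: plate controls were vehicle for no effect and reference inhibitor for full effect; nearly all actives have a fitted effect of over 55% in size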
Target sequence (P08659 whole entry, looked up): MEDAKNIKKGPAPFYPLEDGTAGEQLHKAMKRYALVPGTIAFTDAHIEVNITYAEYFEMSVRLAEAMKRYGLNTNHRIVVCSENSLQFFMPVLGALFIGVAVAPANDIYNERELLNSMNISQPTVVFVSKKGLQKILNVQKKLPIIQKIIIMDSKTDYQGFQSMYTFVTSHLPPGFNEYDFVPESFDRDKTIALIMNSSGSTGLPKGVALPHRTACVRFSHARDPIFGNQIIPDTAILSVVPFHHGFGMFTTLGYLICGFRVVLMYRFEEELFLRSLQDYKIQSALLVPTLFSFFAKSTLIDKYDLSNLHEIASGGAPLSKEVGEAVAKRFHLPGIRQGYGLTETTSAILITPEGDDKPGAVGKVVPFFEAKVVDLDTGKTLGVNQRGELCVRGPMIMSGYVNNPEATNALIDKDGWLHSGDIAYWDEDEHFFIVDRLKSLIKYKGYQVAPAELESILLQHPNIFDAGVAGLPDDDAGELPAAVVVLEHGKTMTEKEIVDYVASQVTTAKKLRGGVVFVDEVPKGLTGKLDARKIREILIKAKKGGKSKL
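Purified P. pyralis luciferase, 10 nM final, with Km-level 10 uM D-luciferin and 10 uM ATP in 50 mM Tris acetate pH 7.5, 10 mM Mg acetate, 0.01% Tween-20, 0.05% BSA; 6-point qHTS titration about 60 µM downward; luminescence read.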
VP16 counter – Gal4-VP16 reporter inhibition counter-screen. Potency, µM (highest dose often 53.6 µM), for the others: top-dose activity, negative = inhibition, actives largely listed as inhibitors. AID 2546. Drosophila S2 Gal4-VP16 UAS-luciferase, luminescence, 20 h. 310,000 compounds, 3.5% hits;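 note: Gal4-VP16 expression switched on by copper sulfate through the metallothionein promoter; % is set by controls: 0 for no effect and ±100 for the full control effect; nearly all actives have a fitted effect of over 50% in size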
MLL CXXC-DNA inh – MLL CXXC-DNA interaction inhibition. Q03164. Potency, µM (doses to about 115 µM), without a hit: at the top dose activity change, negative = inhibition, hits mostly inhibitors. MLL-CXXC / FITC-HOXA9 DNA fluorescence polarization. AID 2662. 290,000 compounds, 0.037% hits; active = well fitted inhibition curve with a large enough effect in the polarisation, with a control signal flat, not every such curve was filed as active; inconclusive = small, poorly fitted or top-dose-only effect, or effect the other way, or a change in a side signal; inactive = no such curve, though single readings can be large or run the other way; the % refers to the polarisation
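Fluorescence polarization: 7 uM MLL-CXXC (stock) preincubated 5 min with compounds, then 50 nM fluorescein-HOX-A9 DNA (stock) added; 30 min ambient. Buffer 50 mM Tris-HCl pH 7.5, 50 mM NaCl, 1 mM DTT, 0.05% BSA.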
BRCA1 expr act – BRCA1 expression activation | MCF7-BRCA1-FFLuc reporter, luminescence, 48 h; response scale: scaled: vehicle 0%, 10 µM genistein 100% | Potency, µM (top dose mostly 46.1 µM), inactives show at the highest dose activation, actives largely listed as activators | 380,000 compounds, 1.1% hits; note: nearly all actives have a fitted effect of over 80% in size; some results filed as inactive show a strong effect at the top dose
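MCF7-BRCA1-FFLuc cells, 2000/well in phenol-red-free MEM, attached 2 h then treated 48 h at 37 C. Luciferase luminescence read 15 min after reagent; normalized to genistein maximum activation (10microM) and DMSO, concentration-response fitted.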
Rab9 promoter act – activates the Rab9 promoter; Huh7 Rab9 promoter-luciferase reporter, luminescence, 24 h; Potency, µM (titrated, usually from 9.22 µM), for the others: at the top dose activation, negative = inhibition, actives largely listed as activators; 320,000 compounds, 2.8% hits; AID 485297; note: % of control where 0% means no effect; nearly all actives have a fitted effect of over 60% in size
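Luminescence read-out: Huh7 cells stably expressing Rab9-luciferase, treated 24 h with compound at 37 °C, then lysed with luciferase reagent for 10 min at ambient before reading.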
MBNL1 CUG block – blocks human MBNL1 binding to CUG repeat RNA; TR-FRET MBNL1-His/biotin-(CUG)12 binding, 665/545 ratio; AID 2675; Q9NR56; 280,000 compounds, 0.036% hits; Potency, µM (titrated, usually from 57.5 µM), for the others: at the top dose activity change, negative = inhibition, most hits filed as inhibitors; active = well fitted inhibition curve with a large enough effect in the signal ratio, with a control signal flat, not every such curve was filed as active; inconclusive = small, poorly fitted or top-dose-only effect, or effect the other way, or a change in a side signal; inactive = no such curve, though single readings can be large or run the other way; the % refers to the signal ratio; note: % is set by controls: 0 for no effect and ±100 for the full control effect
Target sequence (Q9NR56 whole entry, looked up): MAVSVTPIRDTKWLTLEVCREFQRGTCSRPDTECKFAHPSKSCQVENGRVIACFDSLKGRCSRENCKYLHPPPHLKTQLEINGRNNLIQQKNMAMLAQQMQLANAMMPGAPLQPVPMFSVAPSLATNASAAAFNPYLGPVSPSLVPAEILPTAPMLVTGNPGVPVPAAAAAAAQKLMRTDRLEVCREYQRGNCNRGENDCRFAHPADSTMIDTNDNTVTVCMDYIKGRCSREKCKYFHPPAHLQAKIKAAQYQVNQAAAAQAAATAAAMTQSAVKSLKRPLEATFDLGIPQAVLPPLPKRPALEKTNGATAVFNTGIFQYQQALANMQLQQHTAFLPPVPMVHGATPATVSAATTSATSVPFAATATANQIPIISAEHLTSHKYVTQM
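TR-FRET between His-tagged MBNL1 and biotin-(CUG)12 RNA, detected with Tb anti-His antibody (0.055 ng/ul) and streptavidin-XL665 (5 nM), 60 min at room temperature. Compounds titrated 92 nM to 58 uM; 665/545 nm ratio normalized to buffer and complex controls.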
ELG1 genotoxic – inducers of genotoxicity in HEK293T ELG1-luciferase cells | HEK293T ELG1-luciferase reporter, luminescence, 16 h | Potency, µM (highest dose often 46 µM), for the others: at the highest dose activity change, positive = activation, most hits filed as activators | 330,000 compounds, 1.3% hits; note: % of control where 0% means no effect; nearly all actives have a fitted effect of over 60% in size
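ELG1-luciferase HEK293T cells, 2,000/well; compound pinned in; 16 hr, 37 °C, 5% CO2; ONE-Glo, 30 min RT; luminescence on CCD imager.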
RORg inh – ROR gamma (mouse) transcription inhibition; Drosophila S2 Gal4-RORgamma UAS-luciferase reporter, 20 h; Potency, µM (top dose mostly 53.6 µM), for inactives: at the top dose activity change, negative = inhibition, usual class: inhibitors; 310,000 compounds, 5.4% hits; AID 2551; note: % is set by controls: 0 for no effect and ±100 for the full control effect; nearly all actives have a fitted effect of over 60% in size
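In this cell-based reporter format, copper sulfate (700 uM final) drives Gal4–ROR gamma fusion expression from a metallothionein promoter in Drosophila Schneider cells; compounds preincubated 1 hr, reporter read after 20 hr at ambient temperature.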
p53 reactivator – restores transcriptional activity of mutant p53; 320,000 compounds, 0.063% hits; H1299 p53-A138V BP100-luciferase reporter, luminescence, 24 h; Potency, µM (highest dose often 92.2 µM), without a hit: at the top dose activity change, positive = activation, actives largely listed as activators; note: % of control where 0% means no effect; nearly all actives have a fitted effect of over 45% in size
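H1299 (p53-null), stable ts p53-A138V + BP100-Luc; 1000 cells/well, Opti-MEM/10% FBS; cpd 4 pt, 1:5; 24 h, 37 deg C, 5% CO2; detection reagent 10 min RT; luminescence.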
NPC1 promoter act – activates the NPC1 promoter. Huh7 NPC1 promoter luciferase reporter, 24 h. 320,000 compounds, 2.4% hits. Potency, µM (highest dose often 9.22 µM), without a hit: at the highest dose activation, hits mostly activators;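 note: % of control where 0% means no effect; nearly all actives have a fitted effect of over 60% in size; reporter is driven by a mutant NPC1 promoter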
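Compounds in DMSO were transferred onto Huh7 NPC1-luciferase reporter cells pre-incubated 2 h; after 24 h at 37 °C, Amplite reagent was dispensed and luminescence recorded 10 min later.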
Starred values were filed as active, the others as inactive; ? = inconclusive; / = no result given; [ ] = remark or other dose. Unless noted, calls come from the whole dose curve; as a rule, active = well fitted curve in the direction sought with a large enough effect; inconclusive = small, poorly fitted or top-dose-only effect, or another doubt; inactive = no such curve, though single readings can be large; an effect the other way counts as inactive or inconclusive. Potency is the fitted concentration of half-maximal effect. An excerpt; rates above refer to the full screens.

SMILES	uPA surface inh	FLuc counter	VP16 counter	MLL CXXC-DNA inh	BRCA1 expr act	Rab9 promoter act	MBNL1 CUG block	ELG1 genotoxic	RORg inh	p53 reactivator	NPC1 promoter act
Cc1ccccc1C(=O)N/N=C/c1ccc(Sc2ccccn2)o1	-4%	-12%	1%	5%	-23%	2%	/	0%	1%	-2%	0%
O=C1N(Cc2ccccc2)c2ccccc2C12OCCO2	4%	8%	-1%	-1%	-33%	1%	-3%	3%	16%	/	-1%
Cc1cc(-c2[nH]nc3c2C(c2ccsc2)C(C#N)=C(N)O3)c(C)s1 (configuration not stated)	0%	2%	26%	7%	-19%	0%	11%	-1%	-8%	6%	5%
CCOC(=O)C1(Cc2cccc(F)c2)CCN(C(=O)C2CCC2)CC1	-18%	-5%	1%	-2%	5%	-5%	17%	-5%	16%	2%	-1%
CCCOc1ccc(NCC(=O)Nc2ccc(C)cc2C)cc1	-1%	0%	-4%	-3%	0%	-6%	3%	1%	4%	0%	-9%
O=C(Cc1ccc(F)cc1)Nc1nnc(-c2ccc(F)cc2)o1	-18%	-2%	1.4µM*	-6%	0%	-7%	-4%	-4%[9.26 µM]	?	?	-2%
Cc1cc(-c2ccc(C(C)C)c(S(=O)(=O)N3CC(=O)Nc4ccccc43)c2)on1	-8%	-1%	2%	5%	-10%	-3%	-7%	1%	0%	-4%	1%
CC(C)c1ccccc1NC(=O)CN1C(=O)c2ccccc2C1=O	4%	0%	-8%	?	-14%	-2%	3%	0%	8%	12%	-2%
CN(C1CCCCC1)S(=O)(=O)c1cccc2nsnc12	-5%	0%	19%	6%	6%	-1%	?	-4%	-16%	-1%	-4%
C#CCOCCOCCOCCNc1nc(N2CCN(C(=O)CCCCCCCCCCNC(=O)Cn3cc(CCCCCN)nn3)CC2)nc(N2CCN(C(=O)CCCCCCCCCCNC(=O)[C@H]([C@@H](C)CC)n3cc(CCCCCN)nn3)CC2)n1	-26%	0%	/	/	-2%	-1%	/	-4%	/	15%	-5%
O=C(Cn1cnc2ccccc2c1=O)c1ccc2ccccc2c1	-6%	?	19%	4%	6.3µM*	/	23%	/	?	/	/
CCCCC1=CC2=C(c3ccco3)C(=O)C(C)(OC(=O)c3ccc(OC)cc3)C(=O)C2=CN1CCN1CCOCC1 (configuration not stated)	-12%	-2%	-5%	-5%	-31%	-7%	25%	0%	15%	-2%	1%
Cc1ccc(C)c(OCC(=O)N(Cc2nnc(-c3ccccc3Cl)o2)C2CC2)c1	-25%	1%	/	/	-2%	-2%	/	1%	/	4%	0%
COc1ccc(NC(=O)c2nc(C)c(C3(C)CC(c4cccnc4)=NO3)s2)cc1 (configuration not stated)	1.6µM*	-10%	-5%	-8%	-34%	-18%	1%	-9%	27%	4%	-23%
CCC(C)(C)n1nnnc1C(c1cc2ccc(C)cc2[nH]c1=O)N(Cc1cccnc1)Cc1ccco1 (configuration not stated)	-19%	0%	1%	-6%	-25%	-5%	-1%	-14%	0%	-22%	-4%

3 compounds drawn at random from those above, as already listed:
SMILES	uPA surface inh	FLuc counter	VP16 counter	MLL CXXC-DNA inh	BRCA1 expr act	Rab9 promoter act	MBNL1 CUG block	ELG1 genotoxic	RORg inh	p53 reactivator	NPC1 promoter act
CCCOc1ccc(NCC(=O)Nc2ccc(C)cc2C)cc1	-1%	0%	-4%	-3%	0%	-6%	3%	1%	4%	0%	-9%
O=C(Cn1cnc2ccccc2c1=O)c1ccc2ccccc2c1	-6%	?	19%	4%	6.3µM*	/	23%	/	?	/	/
CCC(C)(C)n1nnnc1C(c1cc2ccc(C)cc2[nH]c1=O)N(Cc1cccnc1)Cc1ccco1 (configuration not stated)	-19%	0%	1%	-6%	-25%	-5%	-1%	-14%	0%	-22%	-4%

Other records
SMILES	uPA surface inh	FLuc counter	VP16 counter	MLL CXXC-DNA inh	BRCA1 expr act	Rab9 promoter act	MBNL1 CUG block	ELG1 genotoxic	RORg inh	p53 reactivator	NPC1 promoter act
COCCN1C(=O)Cc2c1nc(N)c1c(N)nc(N3CCN(c4ccc(F)cc4)CC3)c(C#N)c21	5%	3%	-1%	-5%	2%	-3%	9%	-6%	-14%	-3%	0%
C/C(=N/Nc1ccccc1C(=O)O)c1cccs1	-6%	19µM*	26%	-4%	10µM*	3.5µM*	-1%	?	-18%	15%	?
CCn1cc(C(=O)N[C@@H](CCSC)C(=O)NCCCOC)c(=O)c2cc3c(cc21)OCO3	2%	2%	4%	17%	4%	-3%	-8%	2%	2%	7%	-1%
O=C(C[n+]1ccccc1)Nc1ccccc1C(=O)O	-2%	-2%	-8%	1%	2%	-1%	-6%	5%	-3%	1%	-5%
COc1ccccc1N1CCN(C(=O)c2cc(C)oc2C)CC1	4%	-3%	-10%	19%	7%	2%	-12%	-6%	-5%	5%	0%
O=C(CNC(=O)c1ccc(Br)o1)NCc1ccc(Cl)cc1	-5%	-2%	-6%	-2%	-27%	-2%	-5%	-1%	17%	2%	0%
CCCCCNC(=O)c1ccc(NS(=O)(=O)c2ccc3[nH]c(=O)[nH]c3c2)cc1	-6%	0%	-13%	3%	-1%	-3%	?	4%	-2%	-5%	-3%
COc1ccc(NC(=O)[C@@H]2CCCN2C(=O)[C@@H]2Cc3ccccc3CN2C(=O)OC(C)(C)C)cc1	1%	-3%	4%	18%	6%	5%	3%	6%	1%	7%	-13%
CCOC(=O)c1ccc(-c2nnc(-c3ccc(Cl)cc3Cl)o2)cc1	4%	3%	-3%	17%	0.89µM*	0.5µM*	3%	16%	?	/	0.63µM*
COc1cc2c(cc1OC)CN(C(=O)c1nn(Cc3ccccc3)c(=O)c3ccccc13)CC2	-2%	2%	/	/	-26%	-9%	/	-11%	/	-16%	-6%
Cc1ccc(NC(=O)COC(=O)Cc2c[nH]c3ccccc23)cc1F	-11%	?	/	/	-15%	0%	/	0%	/	1%	0%
CCOC(=O)c1ccc(NC(=S)N2CCCC2)cc1	-1%	-9%	11%	-12%	32%	?	-15%	10%	?	0%	28%
CCCc1ccc2oc(C(=O)N3CCC(C(N)=O)(N4CCCCC4)CC3)c(C)c2c1	-9%	4%	8%	-2%	4%	-1%	-5%	2%	-3%	12%	-3%
CN1CCCc2cc(C=O)ccc21	-2%	-13%	7%	0%	1%	1%	?	-2%	-1%	-8%	-1%
CCOc1cccc(-c2nnc3sc(-c4cccs4)nn23)c1	-1%	1%	-7%	-4%	10%	6%	-4%	5%	-11%	1%	-3%
CN(CC(=O)Nc1ccccc1Br)C(=O)CCCSc1nc2ccccc2[nH]1	1%	5%	/	/	-22%	0%	/	-7%	/	1%	-1%
Cc1c(NC(=O)C23CC4CC(CC(Br)(C4)C2)C3)c(=O)n(-c2ccccc2)n1C	8%	-3%	-7%	4%	-12%	-5%	0%	1%	9%	0%	0%
CCOC(=O)CCCn1c(C)nc(=O)c(-c2ccccc2)c1C	-4%	-1%	6%	4%	0%	-10%	12%	-1%	-20%	6%	-3%
O=C1Nc2cc(C(F)(F)F)ccc2N2CCCCC12 (configuration not stated)	-4%	4%	-2%	-15%	-37%	-1%	-7%	-6%	25%	4%	2%
CN(C)c1oc(-c2ccc(OCc3ccccc3)cc2)nc1C#N	5%	?	22%	-2%	?	6%	-6%	16µM*	?	?	17%
COc1cccc(/C=C/C(=O)N2CCN(c3n[nH]c(=O)[nH]c3=O)CC2)c1OC	-3%	?	-3%[10 µM]	13%	-4%	0%	12%	1%	9%	1%	10%
O=Cc1[nH]c2ccccc2c1N(C(=O)CCl)c1ccccc1	-8%	-1%	-6%	4%	-74%	-7%	-13%	1%	20%	-14%	0%
CC1(C)CC(=O)C(C(c2cccc([N+](=O)[O-])c2)C2C(=O)CC(C)(C)CC2=O)C(=O)C1	-4%	4%	-3%	-13%	-2%	-9%	25%	6%	4%	2%	-2%
CC1CCCCC1NC(=O)CSc1nnc(CNC(=O)c2ccccc2)n1C (configuration not stated)	-9%	-2%	1%	-3%	7%	0%	1%	1%	-3%	-2%	1%
CC(=O)Nc1ccc(S(=O)(=O)Nc2nc3ccccc3nc2Nc2ccc(N)cc2)cc1	-22%	?	-4%	12%	-4%	-4%	17%	2%	21%	-2%	2%
